SMARCA2 act: increases SMARCA2 function in MMTV reporter cells. MG213 cells, MMTV-luciferase reporter, dexamethasone, overnight. activation, % at 9.1 µM. 370,000 tested, 1% active; in the data active = activation above about 7.8%;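 also: 0% = vehicle wells and 100% = reference activator wells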
DAX1 inh-1: DAX1 (NR0B1) inhibition, primary screen; HEK293T StAR-luciferase reporter, SF-1/DAX-1 repression relief; inhibition, % at 6.8 µM; AID 652010; 370,000 tested, 1.1% active;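 active = inhibition above the mean over all tested compounds plus 3 SD, cut at about 3.6% in these data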;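 also: 0% = DAX-1 cells with DMSO and 100% = cells lacking DAX-1 with DMSO; higher inhibition means more luminescence from relief of DAX-1 repression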
PG9 binder: small molecules binding HIV-1 gp120 antibody PG9; TR-FRET gp120-PG9 antibody binding; inhibition, % at 6.7 µM; 360,000 tested, 0.43% active; in the data active = inhibition above about 8.5%
DAX1 inh-2: inhibits human nuclear receptor DAX1 | P51843 | HEK293 Gal4-DAX1 luciferase reporter, luminescence | inhibition, % at 6.75 µM | 340,000 tested, 0.99% active | AID 504766;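 active = inhibition above the mean over all tested compounds plus 3 SD, cut at about 4.2% in these data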;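 also: 0% = DAX1-transfected cells with DMSO and 100% = empty-vector control cells with DMSO; inhibition shows as a rise in luminescence from relieved DAX1 repression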
Target sequence (P51843 207-470 limits assumed): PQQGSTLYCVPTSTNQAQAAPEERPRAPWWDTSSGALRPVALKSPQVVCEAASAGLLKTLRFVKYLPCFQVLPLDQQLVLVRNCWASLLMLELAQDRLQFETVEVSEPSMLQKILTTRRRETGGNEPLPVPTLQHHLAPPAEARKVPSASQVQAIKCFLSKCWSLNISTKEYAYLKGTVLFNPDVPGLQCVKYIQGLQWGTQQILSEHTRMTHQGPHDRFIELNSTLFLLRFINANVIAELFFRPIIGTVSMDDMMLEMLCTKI
hcDAF-12 act: activators of H. contortus DAF-12 nuclear receptor; 370,000 tested, 1.4% active; activation, % at 6.8 µM; AID 652067; HEK293 hcDAF-12 lit1-tk-luc reporter, luminescence; 0% DMSO, 100% Δ7-dafachronic acid;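 active = activation above the mean of all tested compounds plus 3 SD, cut at about 5.5% in these data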;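 also: 100% = response to 3 µM Δ7-dafachronic acid high control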
sPLA2-III inh: Blocks human group III sPLA2 activity; QFRET BODIPY PC-A2 liposome hydrolysis, fluorescence; Q9NZ20; inhibition, % at 12.2 µM; 370,000 tested, 0.56% active;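 active = inhibition above mean plus 3 SD of compounds lying within the high and low control bounds, cut at about 19% in these data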;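 also: 0% = median of test compound wells and 100% = no enzyme DMSO wells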
Target sequence (Q9NZ20 whole entry, looked up): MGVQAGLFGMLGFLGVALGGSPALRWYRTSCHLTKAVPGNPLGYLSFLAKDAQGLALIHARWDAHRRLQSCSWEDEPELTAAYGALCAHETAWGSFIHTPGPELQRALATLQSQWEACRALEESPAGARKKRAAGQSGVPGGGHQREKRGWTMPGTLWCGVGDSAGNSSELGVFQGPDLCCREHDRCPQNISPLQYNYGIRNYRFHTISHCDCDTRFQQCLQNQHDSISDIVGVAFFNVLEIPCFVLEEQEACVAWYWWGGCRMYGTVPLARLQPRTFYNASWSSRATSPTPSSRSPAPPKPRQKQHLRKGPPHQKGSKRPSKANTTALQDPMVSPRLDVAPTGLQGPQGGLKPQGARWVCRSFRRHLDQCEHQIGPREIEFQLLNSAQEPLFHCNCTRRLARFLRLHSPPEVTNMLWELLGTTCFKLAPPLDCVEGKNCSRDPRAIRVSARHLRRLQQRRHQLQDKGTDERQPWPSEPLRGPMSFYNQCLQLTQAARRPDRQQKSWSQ
hgDAF-12 ag: activates the H. glycines DAF-12 receptor ligand-binding domain. HEK293 GAL4-hgDAF12 UAS-luciferase reporter, agonist luminescence; normalized to butyrate control. activation, % at 6.8 µM. 370,000 tested, 1.8% active. AID 687014;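 active = activation above a cutoff set at the mean of all screened compounds plus 3 SD, cut at about 10% in these data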;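 also: 0% = DMSO wells and 100% = sodium butyrate wells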
Rev-erbA mod: Rev-erb alpha (human) modulation | Rev-erbα–FITC-DNA binding, fluorescence polarization, 90 min | activity, % at 10 µM | 370,000 tested, 0.79% active | AID 1259318;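 active = activity above about 14%, limit read from the data; passing the limit was not always enough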;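 also: 0% = DMSO wells with 35 nM protein and 100% = DMSO wells with 750 nM protein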
FXN GAA850 act: increases GAA850 frataxin promoter reporter activity; HEK293 lucGAA850 FXN promoter luciferase reporter, 24 h; percent of 10 µM SAHA response; AID 540364; activation, % at 6 µM; 360,000 tested, 0.56% active;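 active = activation above the average of all compounds screened plus 3 SD, cutoff fixed separately per campaign, cut at about 7.5% in these data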;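 also: 0% = DMSO wells and 100% = 10 µM SAHA wells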
PLCb3 inh: blocks human PLC-beta3 enzyme activity. inhibition, % at 12.2 µM. Q01970. 370,000 tested, 0.18% active. AID 720704. Purified PLC-beta3, fluorogenic substrate, fluorescence; in the data active = inhibition above about 11%;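 also: 0% = median of compound wells on plate and 100% = full blocker control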
ssDAF12 agonist: activates DAF-12 receptor from parasite S. stercoralis. HEK293 ssDAF-12/GRIP1 lit1-tk-luc reporter, luminescence; % of 3 µM dafachronic acid response. 370,000 tested, 1% active. AID 652126. activation, % at 6.8 µM;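 active = activation above the mean over all tested compounds plus 3 SD, cut at about 0.9% in these data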;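 also: 0% = DMSO-only wells and 100% = 3 µM delta7-dafachronic acid wells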
Starred values were filed as active, the others as inactive; . = not tested or not shown.

SMILES	SMARCA2 act	DAX1 inh-1	PG9 binder	DAX1 inh-2	hcDAF-12 act	sPLA2-III inh	hgDAF-12 ag	Rev-erbA mod	FXN GAA850 act	PLCb3 inh	ssDAF12 agonist
COc1ccc(NC(=S)NCc2ccccn2)cc1OC	5	0.6	-0.1	-1.1	-2.3	8	1.2	0	3.2	-2	-1.3
CN(CC(=O)Nc1c(Cl)cccc1Cl)C(=O)C1CSC2(C)CCC(=O)N12 (configuration not stated)	-2	-0.4	-1.9	-1.4	0.1	5	-0.6	1	-0.1	-4	-1.5
O=C(O)CC(Sc1n[nH]c(=S)s1)C(=O)O (configuration not stated)	-1	0.1	-1.2	0.1	0.8	1	0.0	0	0.0	-4	-0.9
O=C(CCCCCNc1nc(=S)[nH]c2ccccc12)NCCc1ccccc1	-3	-0.6	-1.9	-0.4	-0.2	4	3.2	1	1.5	-1	-1.3
CC(C)(C)N(Cc1ccccc1)C(=O)COC(=O)Cn1[nH]c(=O)c2ccccc2c1=O	-3	-1.3	-0.3	0.2	2.2	-5	-0.3	2	-0.4	2	-1.0
CC(=Nc1cc(C(=O)c2ccccc2)ccc1N)C1=C(O)CC(C)(C)CC1=O	4	0.4	-2.7	0.3	-1.2	-2	6.6	1	5.3	-7	-0.6
Cc1c(C(=O)N2CCN(C)CC2)oc2ccc(S(=O)(=O)N3CCOCC3)cc12	5	-0.5	-1.6	-0.2	-2.0	4	-2.1	-5	-1.1	1	-1.2
CCc1sc(C(=O)Nc2ccc(NC(C)=O)cc2)cc1C	-1	-0.5	-0.2	-0.1	-1.8	4	-3.6	6	4.4	-3	-1.2
Cc1ccc(/C=N/NC(=O)Cc2ccc(Cl)cc2)c(O)c1	-1	-1.2	-1.1	2.3	-0.7	2	-3.1	2	-2.9	-20	0.0
O=C(c1nc2ccc(Cl)cn2c1CN1CCC(CO)CC1)N1CCc2ccccc2C1	-2	-0.1	-0.7	0.0	0.3	5	0.1	-5	-1.2	-10	-0.2
O=C(O)C1CCCN1C(=O)c1cccc(Cl)c1 (configuration not stated)	2	0.4	-0.6	.	1.6	-4	-1.7	-4	.	-2	-1.3
Cc1c(NC(=S)N/N=C/c2ccc(O)cc2)c(=O)n(-c2ccccc2)n1C	-3	0.2	-2.1	-0.7	2.0	3	-1.9	-3	-0.2	-2	-0.6
CC[C@]12c3[nH]c4ccccc4c3CCN1C(=O)C(CC(=O)NCCC1=CCCCC1)C[C@@H]2C(=O)N1CCN(C(=O)C2CC2)CC1 (some centres not stated)	-4	1.3	-1.9	-0.6	0.1	11	0.5	-1	-6.4	-1	-1.1
CC(C)(C)OC(=O)NCCCC[C@H](NC(=O)c1nc[nH]c1C(=O)N1CCN(C(=O)OC(C)(C)C)CC1)C(=O)OC(C)(C)C	1	-1.0	-0.8	0.4	-2.9	-23	-1.5	4	-1.5	4	-1.2
Cc1cccc2c1CC(C)(C)NC2=C(C#N)C#N	-1	-1.0	-0.3	-0.6	-2.1	0	-2.2	7	-0.9	6	-1.8
O=C(NCc1ccccc1)C(c1ccc(F)cc1)N(C(=O)c1csnn1)C1CC1 (configuration not stated)	2	0.0	1.3	-0.1	0.6	4	-1.4	7	0.0	-2	-1.2
COc1ccccc1NC(=O)C(=O)NNS(=O)(=O)c1ccc2ccccc2c1	3	0.5	-0.6	-0.8	-1.0	-18	3.9	-4	-0.1	-6	-0.8
COc1ccccc1N=C(C)C1=C(O)CSC1=O	4	1.2	0.0	-0.6	2.8	-11	0.4	6	3.0	-11	-0.4
O=C(NCCc1ccccc1)C(=O)Nc1ccc2c(c1)OCCO2	-2	-0.7	0.4	3.1	-0.7	4	-0.3	1	1.6	-3	-2.0
COc1cccc(NC(=O)C(c2ccccc2)N2CCCC2)c1 (configuration not stated)	2	0.3	-0.1	1.1	-0.3	-4	-3.5	4	2.7	-6	-0.5
O=C(NCCCN1CCCC1=O)c1cccc(N2CCCC2=O)c1	-1	-0.4	-1.1	-0.1	0.4	4	2.7	1	-0.9	-2	-1.3
COC(=O)c1c(C)[nH]c(C(=O)OCc2ccc(F)cc2)c1C	5	1.2	-1.3	0.8	0.6	-9	6.6	4	4.2	3	-0.7
Cc1cc(C(c2ccc(C)o2)c2ccc(C)o2)c(O)c([N+](=O)[O-])c1	3	-1.9	-1.9	-0.3	-3.0	-1	-3.4	-4	-1.1	-35	-1.6
N#CC1=C(N)Oc2cc(N)ccc2C1c1cccc(F)c1 (configuration not stated)	-3	0.0	-2.2	-1.0	1.5	-4	1.4	0	-5.5	-76	-0.6

Record cards (already shown):
Entry for COC(=O)c1c(C)[nH]c(C(=O)OCc2ccc(F)cc2)c1C : SMARCA2 act = 5; DAX1 inh-1 = 1.2; PG9 binder = -1.3; DAX1 inh-2 = 0.8; hcDAF-12 act = 0.6; sPLA2-III inh = -9; hgDAF-12 ag = 6.6; Rev-erbA mod = 4; FXN GAA850 act = 4.2; PLCb3 inh = 3; ssDAF12 agonist = -0.7
Entry for O=C(NCc1ccccc1)C(c1ccc(F)cc1)N(C(=O)c1csnn1)C1CC1 (configuration not stated) : SMARCA2 act = 2; DAX1 inh-1 = 0.0; PG9 binder = 1.3; DAX1 inh-2 = -0.1; hcDAF-12 act = 0.6; sPLA2-III inh = 4; hgDAF-12 ag = -1.4; Rev-erbA mod = 7; FXN GAA850 act = 0.0; PLCb3 inh = -2; ssDAF12 agonist = -1.2

Remaining list, next part:
SMILES	SMARCA2 act	DAX1 inh-1	PG9 binder	DAX1 inh-2	hcDAF-12 act	sPLA2-III inh	hgDAF-12 ag	Rev-erbA mod	FXN GAA850 act	PLCb3 inh	ssDAF12 agonist
CCOC(=O)N1CCC(NC(=O)C2CCN(C(=O)N3CC(C)Oc4ccccc43)CC2)CC1 (configuration not stated)	-2	-0.6	2.8	2.4	0.8	0	-2.2	-2	0.1	0	-1.0
O=C(Cc1c(F)cccc1Cl)Nc1nccs1	0	-0.4	1.8	0.1	0.0	6	1.7	1	2.8	-2	-1.6
CCCCNc1nc2c(c(=O)[nH]c(=O)n2C)n1CCCc1ccccc1	2	-0.2	-3.1	1.8	4.1	-7	-0.2	-7	-0.1	-1	-0.8
Cc1ccc(S(=O)(=O)c2c(C)nn(C(C)(C)C)c2OC(=O)c2ccco2)cc1	0	-1.4	-1.2	0.8	-2.8	3	-2.1	7	1.6	4	-1.3
CC1(C)OC(c2ccccc2)=C/C(=C/C=Nc2ccccc2)O1	0	0.1	0.8	-0.1	-0.2	1	0.5	-2	-0.9	-3	-1.2
O=C(c1c(F)c(F)c(F)c(F)c1F)N(Cc1ccccc1)Cc1ccccc1	-3	-1.5	0.4	-0.7	-2.4	13	0.8	4	0.8	4	-1.2
COc1ccc(-c2csc3ncnc(NCCCO)c23)cc1	-3	-1.5	-1.1	-1.0	-2.4	11	1.3	-2	-7.1	-3	-1.4
COc1cc(C(c2sc3nc(C)nn3c2O)N2CCc3ccccc3C2)cc(OC)c1OC (configuration not stated)	1	0.1	-1.0	-0.6	-0.7	-9	1.8	-4	0.8	2	-0.9
O=C(CCSc1nnc(-c2ccncc2)o1)Nc1ccccc1	0	0.1	-1.1	0.2	-1.3	0	0.0	-4	2.5	4	-0.6
Cc1ccc(-c2onc(C)c2C)cc1S(=O)(=O)N1CC(C)Oc2ccccc21 (configuration not stated)	-3	-0.5	-0.5	-1.1	-2.8	-14	-2.4	0	0.6	-4	-1.7
Cc1ccc(NC(=O)O/N=C/c2ccc(N(C)C)cc2)cc1	7	1.6	-1.3	3.1	2.4	2	13*	5	2.9	-8	0.2
COC(=O)c1ccc(-c2c(-c3ccccc3)ncc3cc(F)ccc23)cc1	6	0.6	-1.4	0.4	1.1	9	5.8	-2	1.8	2	0.2
O=C(O)CNS(=O)(=O)c1ccc2c(c1)C(=O)c1cc(S(=O)(=O)NCC(=O)O)ccc1-2	-2	0.0	-3.3	-1.9	1.6	-1	3.1	9	2.0	-5	-1.6
CCn1c2ccccc2c2cc(C=NNC(=O)CSc3nc4ccccc4c(=O)n3-c3ccccc3)ccc21	-1	-1.6	.	.	-1.3	-2	1.2	-5	.	-47	-1.3
COc1ccc(C(=O)/C=C/N(C)C)cc1	2	0.3	-1.3	0.4	-0.8	-16	2.5	-1	2.4	-14	-2.0
CCCCCN(C(=O)CCCSc1nncs1)c1c(N)n(CCCC)c(=O)[nH]c1=O	-3	0.0	-2.1	2.0	-2.2	-6	1.3	-4	-0.3	1	-1.4
O=C(NN1CCOCC1)c1cccc(F)c1	4	0.8	-0.3	-1.5	1.6	0	-0.1	-2	1.7	-3	-0.1
CCOC(=O)N1CCN(C(=S)NC(=O)c2ccnn2C)CC1	-1	0.1	-0.1	1.1	-0.8	3	-3.0	-3	1.7	2	0.0
CC(C)Cc1nnc(NC(=O)CCC(=O)N2CCN(Cc3ccccc3)CC2)s1	-2	-2.0	2.3	0.0	-3.7	7	-0.8	-6	1.1	-8	-1.0
O=C(NCO)c1cccnc1	0	0.6	-0.4	1.9	-1.6	5	-2.4	6	0.0	4	-1.7
C1CCN(CC2CCCCN2)CC1 (configuration not stated)	5	-0.1	0.1	0.2	-0.3	3	-1.3	1	0.8	-4	-0.6
CCC(C)(C)NC(=O)C(c1cccc(OC)c1OC)N(CCC(C)C)C(=O)CCC(=O)Nc1cc(C)on1 (configuration not stated)	-1	-0.4	-1.8	-1.5	-1.2	4	-3.5	1	-2.2	1	-1.9
COc1ccc(C2C(C(C)=O)=C(C)Nc3ncnn32)cc1 (configuration not stated)	1	0.0	1.1	0.5	-1.4	5	-0.2	4	0.5	-3	-1.4
Cc1ccc2nc(SCC(=O)N3CCOCC3)[nH]c2c1	1	2.7	-1.7	0.7	2.4	8	8.2	3	0.6	-25	0.0
COc1ccc(C(NC(=O)c2ccc(=O)[nH]c2)C(=O)Nc2ccc(C(C)C)cc2)cc1 (configuration not stated)	2	-0.9	-2.0	0.5	-1.1	-16	-0.5	3	2.2	3	-1.4
COc1cc2ccccc2cc1C(=O)N(CCN(C)C)c1nc2c(F)cc(F)cc2s1	-2	1.3	3.9	-0.2	-2.5	2	0.3	-1	1.5	-10	-1.2
CCOc1ccc(Br)cc1S(=O)(=O)N1CCC(C(N)=O)CC1	-4	0.1	-0.5	0.1	-1.7	4	0.7	1	1.0	0	-1.7
COc1ccc(NC(=O)c2cc(S(=O)(=O)N3CCCC3)ccc2OC)cc1	-4	0.2	0.8	-0.1	-2.1	3	-0.8	-4	1.4	-4	-1.6
CCc1cc(/C(Cc2cscn2)=N\O)c(O)cc1O	-3	-1.0	-1.4	-0.3	1.0	-18	-2.1	0	1.5	2	-0.8
Nc1c(C(=O)Nc2ccc3c(c2)OCCO3)nnn1Cc1ccccc1	2	12*	-0.5	3.1	3.4	-2	11*	-2	2.0	-4	0.0
COc1ccc(-c2cn(CCc3c[nH]c4ccccc34)nn2)cc1	1	-0.3	0.3	1.6	-2.6	-78	-1.0	0	-0.2	0	-1.4
CCOc1ccccc1-c1noc(CCC(=O)NC2CCCCC2)n1	2	-0.3	-1.5	1.1	-1.1	4	-1.9	-1	-0.4	-7	-0.9
COc1ccc(S(=O)(=O)N2CCN(C)CC2)c(C)c1	-2	0.0	-0.2	1.7	-0.7	-3	1.4	-3	3.2	-2	-0.6
COc1ccc2ccccc2c1CN1CCCC(CO)C1 (configuration not stated)	0	0.5	-0.5	1.7	-1.4	4	0.6	-3	1.0	1	-1.5

Source: PubChem BioAssay
